# Bioassay records as filed in PubChem BioAssay.
# PERK inh – block of dimerizer-induced PERK translation repression, primary screen, PERK inhibitor project, CHO PERK-DD cells, SEAP luminescence, HTS; Eukaryotic translation initiation factor 2-alpha kinase 3 (Homo sapiens), Q9NZJ5; inhibition, % at 5.6 µM; CHO PERK-DD fusion, SEAP luminescence translation reporter; hit rate 0.17% among 220,000;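 active = inhibition above the mean inhibition of all tested compounds plus 3 SD, set separately per screening campaign, cut at about 2.9% in these data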;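 note: PERK kinase domain activated by AP20187 dimerizer at 100 nM; 0% = DMSO with dimerizer and 100% = rapamycin at 8.4 µM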
# TNF necrop inh – inhibitors of TNF-alpha triggered necroptosis, primary screen, cell-based, Jurkat FADD-/-, single concentration; Jurkat FADD-/- TNF necroptosis rescue, ATP luminescence, 24 h; 0 = TNF only, 100 = no-TNF cells; activation (protection from cell death), % at 10 µM; hit rate 0.068% among 220,000; AID 463075, 2010;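 active = activation, meaning protection from cell death, of at least 50% relative to plate controls; inactive = activation below 50%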;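 note: necroptosis triggered by 40 ng/mL TNF-alpha added together with compound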
# Hck-Nef inh – inhibitors of Nef-activated human Hck kinase, primary screen, biochemical, Z-Lyte FRET, 384-well, Hck-YEEI; Tyrosine-protein kinase HCK (Homo sapiens), P08631; Recombinant Hck-YEEI plus Nef, Z-Lyte FRET kinase assay; inhibition, % at 20 µM; hit rate 0.68% among 220,000; AID 463187, 2010;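 active = Hck-Nef kinase inhibition above about 50%, limit read from the data; inactive = inhibition below that limit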;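 note: 0% = DMSO with Hck plus Nef and 100% = Hck alone without Nef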
# Runt-CBFb FRET – inhibitors of RUNX1 Runt–CBFb binding, primary screen, biochemical, FRET, Cerulean-Runt, Venus-CBFb, uHTS. Cerulean-Runt/Venus-CBFb FRET ratio 530/480, 1 h. hit rate 0.46% among 220,000. inhibition, % at 20 µM. Runt-related transcription factor 1 (Homo sapiens) + Core-binding factor subunit beta …;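 active = inhibition over about 50% at 20 µM in the single-dose screen, limit read from the data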;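 note: 0% = DMSO wells and 100% = excess unlabeled CBFb competitor control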
# Target sequence (Q01196 whole entry, looked up): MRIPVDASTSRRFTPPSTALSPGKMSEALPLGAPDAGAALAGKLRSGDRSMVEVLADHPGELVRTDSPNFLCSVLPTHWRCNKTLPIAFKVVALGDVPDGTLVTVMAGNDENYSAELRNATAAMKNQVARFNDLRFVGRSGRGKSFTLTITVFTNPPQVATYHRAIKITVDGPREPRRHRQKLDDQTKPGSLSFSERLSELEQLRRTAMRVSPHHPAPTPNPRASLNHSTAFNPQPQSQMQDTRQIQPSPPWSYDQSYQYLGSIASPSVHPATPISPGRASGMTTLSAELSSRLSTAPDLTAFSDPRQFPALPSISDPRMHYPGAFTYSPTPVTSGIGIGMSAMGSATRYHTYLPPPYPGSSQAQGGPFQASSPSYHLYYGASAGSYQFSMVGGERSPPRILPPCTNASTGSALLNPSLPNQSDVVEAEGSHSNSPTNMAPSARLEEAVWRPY
# Target sequence (Q13951 whole entry, looked up): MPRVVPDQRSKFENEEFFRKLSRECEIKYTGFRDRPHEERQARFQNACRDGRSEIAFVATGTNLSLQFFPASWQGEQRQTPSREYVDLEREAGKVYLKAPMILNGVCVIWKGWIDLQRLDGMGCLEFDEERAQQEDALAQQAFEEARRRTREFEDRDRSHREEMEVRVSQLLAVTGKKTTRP
#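 Measured by: fluorescence energy transfer, 422 nm excitation, 530/480 nm emission; test system: Cerulean-tagged RUNX1 Runt domain (FRET donor) fusion protein; buffer or medium: Tris pH 7.5 buffer with BSA; compound: one dose, 20 µM compound, 1% DMSO; times: two 1 h room-temperature incubations shielded from light; benchmarks: unlabeled CBFb 5 µM, positive control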
# L929 necroptosis – inhibitors of zVAD-triggered necroptosis, primary screen, L929 cells; L929 zVAD necroptosis rescue, ATP luminescence, 24 h; with zVAD 60 µM; viability rescue, % at 10 µM; hit rate 0.38% among 220,000; AID 1377, 2008;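 active = activation, scaled between plate controls, above about 75%, limit read from the data; inactive = activation under that limit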;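 note: 0% = zVAD with DMSO and 100% = DMSO alone without zVAD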
# RBBP9 inh – human RBBP9 inhibitors, primary screen, biochemical, fluorescence polarization, FP-Rh probe, HTS. inhibition, % at 7.94 µM. hit rate 0.2% among 220,000. Serine hydrolase RBBP9 (Homo sapiens), O75884. recombinant RBBP9;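 active = inhibition above the campaign mean of all tested compounds plus 3 SD, cut at about 14% in these data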;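 note: plate controls were DMSO wells with RBBP9 for no effect and wells lacking RBBP9 protein for full effect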
# Target sequence (O75884 whole entry, looked up): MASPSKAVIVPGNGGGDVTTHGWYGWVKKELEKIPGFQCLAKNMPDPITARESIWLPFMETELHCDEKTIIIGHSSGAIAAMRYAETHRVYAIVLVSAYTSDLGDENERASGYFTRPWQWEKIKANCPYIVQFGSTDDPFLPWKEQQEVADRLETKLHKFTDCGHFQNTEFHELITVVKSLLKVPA
#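 Controls: DMSO-treated enzyme wells and wells lacking RBBP9 | Material: RBBP9 protein | Technique: Fluorescence polarization | Replication: Single well per compound, no replicates | Buffer or medium: Tris-NaCl-Pluronic buffer, pH 8.0 | Timing: 30 min compound preincubation, 45 min probe labeling, 25 °C | Read-out basis: Percent inhibition from mP, scaled between DMSO and no-protein wells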
# EP2 modulator – EP2 receptor modulators, cAMP readout, primary screen, cell-based, HTRF cAMP, PGE2 stimulation; Prostaglandin E2 receptor EP2 subtype (Homo sapiens), P43116; EP2-expressing cells, cAMP HTRF FRET, PGE2 co-stimulation; induction, % at 25 µM; hit rate 0.83% among 260,000; AID 940, 2007;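 active = compounds whose cAMP rise, as percent of the full-agonist control response, exceeds 60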;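 note: rat C6 glioma line stably carrying human EP2 under a CMV promoter; the protocol text gives 20 µM as final concentration; 100% = response of wells given 1 µM PGE2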
# Runt-SMMHC FRET – inhibitors of RUNX1 Runt–CBFb-SMMHC binding, primary screen, biochemical, FRET, Cerulean-Runt, Venus-CBFb-SMMHC, uHTS | Cerulean-Runt/Venus-CBFb-SMMHC FRET ratio 530/480, 1 h | inhibition, % at 20 µM | hit rate 0.74% among 220,000 | Runt-related transcription factor 1 (Homo sapiens) + Core-binding factor subunit beta …;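 active = mean inhibition across duplicate retests at 20 µM reaching about 50%, limit read from the data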;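 note: 0% = DMSO wells and 100% = wells with excess untagged CBFb-SMMHC; inhibitors lower the FRET ratio by blocking Runt binding to CBFb-SMMHC; some results filed as inactive read as strong as hits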
# PGE2 EP2 inh – human EP2 receptor antagonists, primary screen, TR-FRET cAMP, C6 glioma cells | inhibition, % at 25 µM | hit rate 0.52% among 260,000 | Prostaglandin E2 receptor EP2 subtype (Homo sapiens), P43116 | C6 glioma cells expressing human EP2; cells stimulated with saturating PGE2;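 active = percent inhibition above 40 after rounding to a whole number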;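 note: rat C6 glioma host cells with rolipram phosphodiesterase inhibitor present; the protocol text gives 20 µM as final concentration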
# The depositor's hits bear a star; . = no result given.
mol | PERK inh | TNF necrop inh | Hck-Nef inh | Runt-CBFb FRET | L929 necroptosis | RBBP9 inh | EP2 modulator | Runt-SMMHC FRET | PGE2 EP2 inh
Cc1noc(C(=O)NCc2ccco2)c1Cl | 1.1 | 1.7 | 2 | 1 | 4.0 | -4 | 16 | 0 | 12
CC(=O)c1cc(C#N)c(SCC(=O)O)nc1C | 0.5 | 0.8 | 5 | 2 | 1.3 | -2 | 33 | 2 | 15
CC(/C=N/n1c(-c2ccco2)n[nH]c1=S)=C\c1ccco1 | 0.1 | 0.5 | -1 | 42 | -0.7 | -7 | 34 | 16 | 3
CCCN1CCC(NC(=S)Nc2ccc([N+](=O)[O-])cc2)CC1 | 0.6 | 2.7 | -1 | 4 | 0.0 | 5 | -28 | -2 | 4
CC(Oc1ccccc1F)C(=O)Nc1ccc2ccccc2c1 (stereo not given) | -0.3 | -0.5 | -8 | -3 | -1.3 | 2 | -59 | -2 | 10
O=C(NCC(=O)N1CC(O)CC1C(=O)N1CCCC1C(=O)OCc1ccccc1)OCc1ccccc1 (stereo not given) | 0.1 | -4.8 | 1 | 1 | -1.4 | 3 | -51 | 0 | 4
O=C(COC(=O)CCCN1C(=O)c2ccccc2C1=O)Nc1cc(Cl)cc(Cl)c1 | -0.1 | 0.3 | -6 | -4 | . | -13 | -23 | 1 | 1
COc1ccc(Cc2nnc(SCC(=O)c3ccccc3)o2)cc1 | 0.5 | 0.4 | -1 | -2 | 0.1 | 3 | 16 | -5 | 7
CCn1c(C)nc2cc(C(=O)NNC(=S)NC(=O)c3ccc(OC)cc3)ccc21 | -0.8 | 0.5 | -3 | 6 | 3.9 | 5 | 5 | 5 | 11
Cc1cc(CNC(=O)COc2ccc(F)cc2F)c2ccccc2n1 | 0.4 | -0.5 | 25 | -1 | 4.7 | -6 | -50 | -1 | 9
Cc1ccc(-n2nc(C)c3c(C)c(CCC(=O)Nc4ccc(CN5CCCC5)cc4)c(C)nc32)cc1 | -1.7 | -24 | 28 | -3 | 1.1 | -4 | -95 | 3 | 17
CC(=O)Nc1ccc(NC(C)=O)c(NC2OCC(O)C(O)C2O)c1 (stereo not given) | 0.3 | 3.0 | 3 | 0 | 0.0 | -8 | 1 | 3 | 1
COc1ccc(S(=O)(=O)N(CC(=O)N/N=C/c2ccccc2C(=O)O)c2ccccc2OC)cc1 | -0.7 | 2.4 | 21 | 0 | 0.6 | -6 | 14 | 0 | 4
Cc1cc(Cl)ccc1OCC(=O)NCCOc1nc(N2CCOCC2)nc(N2CCOCC2)n1 | -0.5 | -3.6 | 1 | 0 | -0.2 | -5 | 27 | 1 | 8
CCOC(=O)c1ccc(NC(=O)CSC(=S)N2CCOCC2)cc1 | -0.1 | 0.6 | 28 | -1 | 10 | -5 | -24 | -2 | 3
CCCN(CCC)C(=O)CP(=O)(c1ccccc1)c1ccccc1 | -0.5 | 1.7 | 1 | 2 | 0.4 | 0 | 6 | -2 | 4
C=C(C)COc1ccc(-c2n[nH]c(C)c2-c2ccc(OC)cc2)c(O)c1 | -0.2 | -0.4 | 0 | -1 | 0.3 | -11 | -26 | 3 | 4
O=C(NCc1ccccc1Cl)C1CCN(S(=O)(=O)N2CCOCC2)CC1 | 1.1 | 1.6 | 21 | 0 | 2.8 | -1 | 1 | 2 | 5
O=C(NC1CCCCC1)c1ccc(S(=O)(=O)NCc2ccco2)cc1 | 0.5 | 0.5 | 1 | -1 | -0.4 | 0 | 15 | 0 | -3
Cc1ccc(S(=O)(=O)N2CCC(=O)N(CCOCc3ccccc3C)CC2)cc1 | 0.0 | 1.9 | 0 | -6 | 0.0 | -3 | 0 | -3 | 13

# For reference, part of the list above.
mol | PERK inh | TNF necrop inh | Hck-Nef inh | Runt-CBFb FRET | L929 necroptosis | RBBP9 inh | EP2 modulator | Runt-SMMHC FRET | PGE2 EP2 inh
Cc1noc(C(=O)NCc2ccco2)c1Cl | 1.1 | 1.7 | 2 | 1 | 4.0 | -4 | 16 | 0 | 12
CC(=O)c1cc(C#N)c(SCC(=O)O)nc1C | 0.5 | 0.8 | 5 | 2 | 1.3 | -2 | 33 | 2 | 15
CC(/C=N/n1c(-c2ccco2)n[nH]c1=S)=C\c1ccco1 | 0.1 | 0.5 | -1 | 42 | -0.7 | -7 | 34 | 16 | 3
CCCN1CCC(NC(=S)Nc2ccc([N+](=O)[O-])cc2)CC1 | 0.6 | 2.7 | -1 | 4 | 0.0 | 5 | -28 | -2 | 4

# Some entries already given with just PGE2 EP2 inh, TNF necrop inh and Runt-CBFb FRET:
SMILES | PGE2 EP2 inh | TNF necrop inh | Runt-CBFb FRET
CCn1c(C)nc2cc(C(=O)NNC(=S)NC(=O)c3ccc(OC)cc3)ccc21 | 11 | 0.5 | 6
Cc1cc(CNC(=O)COc2ccc(F)cc2F)c2ccccc2n1 | 9 | -0.5 | -1

# Next compounds follow:
mol | PERK inh | TNF necrop inh | Hck-Nef inh | Runt-CBFb FRET | L929 necroptosis | RBBP9 inh | EP2 modulator | Runt-SMMHC FRET | PGE2 EP2 inh
S=C(NCc1ccc(Cl)cc1)NC1CCN(Cc2ccccc2)CC1 | -0.8 | 0.2 | -7 | 0 | 0.5 | -4 | -26 | 1 | 5
Cc1ccc(N=c2c([N+](=O)[O-])nn(-c3ccc4c(c3)OCCO4)n2O)c(Cl)c1 | 0.2 | -1.7 | 21 | -1 | 0.1 | -3 | -8 | -4 | 11
COCCN(C(=O)c1csnn1)C(C(=O)NC1CCCCC1)c1sccc1C (stereo not given) | -1.1 | -0.5 | -18 | 0 | -1.2 | -9 | 14 | -3 | 5
O=C(CN1C(=O)NC2(CCCCCC2)C1=O)Nc1ccc(S(=O)(=O)N2CCOCC2)cc1 | 0.7 | 0.9 | 5 | 2 | 0.3 | -3 | 8 | 2 | 7
O=C(CC1(C(F)(F)F)OCCO1)Nc1ccc2c(c1)OCO2 | 1.8 | -1.2 | -2 | -1 | -0.2 | 6 | -9 | 0 | 4
COc1ccc(Nc2nc(C(=O)N3CCc4cc(OC)c(OC)cc4C3)cs2)cc1 | -0.8 | -11 | 8 | -54 | 0.4 | -5 | -19 | -24 | 6
O=C1OCCC1Sc1nc2ccccc2n1Cc1ccccc1 (stereo not given) | 0.4 | -1.7 | 14 | 0 | -0.5 | 0 | 24 | 1 | 10
CCOC(=O)Oc1ccc2c(c1)C(C)=CC(C)(C)N2C(=O)OCC | 1.2 | -1.6 | 0 | 1 | 0.1 | -9 | 30 | 1 | .
COC(=O)c1cc(OC)nc2c1c(=O)n(C)c(=O)n2C | 1.7 | 0.7 | 1 | -1 | 0.1 | -4 | 12 | -2 | 3
COc1ccc(S(=O)(=O)N2CCCCCC2)cc1C(=O)OCC(=O)NC(C)(C)C | -0.5 | 2.2 | 21 | -4 | 5.2 | -4 | -10 | -3 | 7
CCC(SC1=NCCS1)C(=O)Nc1ccc(S(N)(=O)=O)cc1 (stereo not given) | 0.9 | 2.3 | 1 | -3 | 1.5 | -9 | 1 | -2 | 7
C1CN(c2nc(N3CCOCC3)nc(N3CCOCC3)n2)CCO1 | 1.6 | 0.4 | 9 | -1 | 0.3 | -8 | 22 | 2 | 6
Cc1c(NC(=O)C(C)OC(=O)c2ccc(Cl)nc2)c(=O)n(-c2ccccc2)n1C (stereo not given) | 0.7 | 1.4 | -1 | 0 | . | -3 | 12 | 4 | 8
CCOC(=O)/C(=C\Nc1ccccc1C(F)(F)F)Sc1ncc(C(F)(F)F)cc1Cl | 0.2 | -0.6 | 1 | -1 | -0.1 | -7 | 17 | -2 | 8
Cc1cc(C(=O)COC(=O)C2COc3ccccc3O2)c(C)n1CC1CCCO1 (stereo not given) | 1.0 | -0.9 | 0 | 3 | -0.1 | -6 | 13 | -4 | 4
CSc1ccc(/C=N/NC(=O)CN2CCN(Cc3ccccc3)CC2)cc1 | -0.2 | -0.6 | 1 | 1 | -0.5 | 4 | -4 | 0 | 14
COc1cc(NC(=S)NC(=O)c2cc(C)cc(C)c2)ccc1NC(=O)c1cccs1 | -0.1 | -6.1 | 9 | 1 | -0.3 | -5 | 68* | 6 | 13
CC(C)CNC(=O)C(=O)Nc1ccc(N(C)C)cc1 | 0.9 | 0.7 | 7 | -1 | 0.7 | -2 | -12 | 6 | 11
CCOC(=O)CSc1nc2ccccc2c(=O)[nH]1 | 1.6 | 0.0 | 1 | 1 | 1.3 | -12 | 10 | -4 | 10
O=C(O)CC/C(=N/NC(=O)c1cn(-c2ccccc2)nc1-c1ccccc1)C(=O)O | 0.2 | 1.6 | 6 | 0 | 0.6 | -6 | 14 | -5 | 9
CCN1C(=O)C(=O)N(CC(=O)Nc2ccccc2Oc2ccccc2)C1=O | 0.0 | -2.0 | 22 | 2 | 1.8 | -2 | 26 | -2 | 5

# Four structures already listed, ordered by SMILES length, lowest first.
mol | PERK inh | TNF necrop inh | Hck-Nef inh | Runt-CBFb FRET | L929 necroptosis | RBBP9 inh | EP2 modulator | Runt-SMMHC FRET | PGE2 EP2 inh
O=C(CC1(C(F)(F)F)OCCO1)Nc1ccc2c(c1)OCO2 | 1.8 | -1.2 | -2 | -1 | -0.2 | 6 | -9 | 0 | 4
CCC(SC1=NCCS1)C(=O)Nc1ccc(S(N)(=O)=O)cc1 (stereo not given) | 0.9 | 2.3 | 1 | -3 | 1.5 | -9 | 1 | -2 | 7
Cc1cc(C(=O)COC(=O)C2COc3ccccc3O2)c(C)n1CC1CCCO1 (stereo not given) | 1.0 | -0.9 | 0 | 3 | -0.1 | -6 | 13 | -4 | 4
O=C(CN1C(=O)NC2(CCCCCC2)C1=O)Nc1ccc(S(=O)(=O)N2CCOCC2)cc1 | 0.7 | 0.9 | 5 | 2 | 0.3 | -3 | 8 | 2 | 7

# A portion of the library; count on the stated rates, not on these rows.
